MPTP block: permeability transition pore inhibition; actives 1.4% (n = 360,000); isolated mouse mitochondria, Ca2+ swelling absorbance, 30 min; AID 602449; inhibition, % at 10 µM;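 active = inhibition of 50% or more, scaled per plate between neutral and stimulator controls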;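 note: 0% = DMSO wells given calcium and 100% = 1 mM EGTA wells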
PfGluPho inh: PfG6PD (Plasmodium falciparum) enzyme inhibition | PfGluPho enzyme, NADPH resazurin-diaphorase fluorescence | inhibition, % at 20 µM | actives 0.78% (n = 350,000) | AID 504690;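 active = inhibition reaching at least a set limit at 20 µM in the primary screen, cut at about 59% in these data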;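 note: 0% = DMSO wells with substrate and 100% = DMSO wells lacking glucose-6-phosphate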
hIAP act: human IAP activation | P09923 | actives 0.16% (n = 330,000) | activation factor at 10 µM | AID 2524 | purified human IAP, CDP-Star luminescence, 30 min; active compounds read high; 1 = vehicle-only enzyme, 0 = enzyme-free background;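 active = activation factor of the enzyme at least 2-fold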; note: the source names both 10 and 20 µM as test concentration; values of inactives mirror those of a sister screen read the other way
Target sequence (P09923 whole entry, looked up): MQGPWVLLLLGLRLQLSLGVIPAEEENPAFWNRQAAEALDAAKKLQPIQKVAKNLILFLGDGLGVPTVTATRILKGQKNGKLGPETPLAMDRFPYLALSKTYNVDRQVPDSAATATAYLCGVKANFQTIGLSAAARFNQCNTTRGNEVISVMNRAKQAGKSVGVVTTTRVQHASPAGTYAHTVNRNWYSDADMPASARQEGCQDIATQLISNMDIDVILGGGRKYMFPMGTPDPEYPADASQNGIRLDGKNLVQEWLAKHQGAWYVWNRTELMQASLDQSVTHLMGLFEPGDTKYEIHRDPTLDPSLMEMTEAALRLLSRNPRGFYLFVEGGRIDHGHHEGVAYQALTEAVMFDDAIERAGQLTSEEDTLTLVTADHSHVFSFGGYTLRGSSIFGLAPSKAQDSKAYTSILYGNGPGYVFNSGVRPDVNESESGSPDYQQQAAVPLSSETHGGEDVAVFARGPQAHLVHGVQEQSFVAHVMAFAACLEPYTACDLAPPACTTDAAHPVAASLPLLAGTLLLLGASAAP
SENP1 inh: SENP1 (human) catalytic domain inhibition | Q9P0U3 | inhibition, % at 10 µM | actives 0.21% (n = 360,000) | recombinant SENP1 catalytic domain, CyPet-SUMO1-YPet FRET cleavage | AID 624204;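 active = inhibition at least 30% at 10 µM, raw YFP signal under a set limit, fluorescence ratio 0.5 to 1.5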;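 note: 0% = enzyme with DMSO and 100% = no enzyme wells; some results filed as inactive read as strong as hits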
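Material: hSENP1 catalytic domain, recombinant; medium: Tris pH 8 with BME, BSA, NP40 and catalase; compound: single concentration of 10 µM compound, 0.5% DMSO final; technique: FRET read of cyan and yellow fluorescence; timing: 50 min enzyme reaction, room temperature, light-protected; reagent: SFCypet-SUMO1-SFYpet substrate at 25 nM; control set: no-enzyme low, enzyme-DMSO high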
SENP6 block: SENP6 protease inhibition | Q9GZR1 | Recombinant SENP6 catalytic domain, aminoluciferin luminescence | inhibition, % at 10 µM | actives 1.8% (n = 330,000);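 active = inhibition above about 50% at the single tested dose, limit read from the data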;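 note: plate controls were DMSO wells with enzyme for no effect and DMSO wells lacking enzyme for full effect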
ATG4B inhibitor: inhibitors of human ATG4B cysteine protease | Q9Y4P1 | ATG4B cleavage of LC3-PLA2, NBD-HPC fluorescence, 1 h | inhibition, % at 8.33 µM | actives 0.51% (n = 340,000) | AID 504462; in the data active = inhibition above about 40%
Target sequence (Q9Y4P1 whole entry, looked up): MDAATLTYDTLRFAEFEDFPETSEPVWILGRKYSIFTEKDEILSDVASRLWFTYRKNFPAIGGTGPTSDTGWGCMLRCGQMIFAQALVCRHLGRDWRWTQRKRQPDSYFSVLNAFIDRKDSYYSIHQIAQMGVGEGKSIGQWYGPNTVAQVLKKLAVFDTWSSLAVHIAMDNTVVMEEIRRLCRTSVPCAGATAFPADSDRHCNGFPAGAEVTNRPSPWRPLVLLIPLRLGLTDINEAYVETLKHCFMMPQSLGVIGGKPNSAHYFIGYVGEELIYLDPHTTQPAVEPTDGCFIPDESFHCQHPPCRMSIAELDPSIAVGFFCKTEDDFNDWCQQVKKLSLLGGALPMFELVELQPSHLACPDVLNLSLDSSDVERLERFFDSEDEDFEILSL
SENP8 inh: SENP8 (human) protease inhibition. AID 602440. actives 0.64% (n = 360,000). Q96LD8. inhibition, % at 20 µM. recombinant SENP8, Nedd8 substrate fluorescence; in the data active = inhibition mostly above about 40%, no sharp cut-off; inactive = mostly below about 27%
NR3A LBD binder: modulators (binders) of human NR3A ligand-binding domain; NR3A LBD differential scanning fluorimetry, Tm shift; 0% = protein alone, 100% = glycine-bound protein; Tm shift relative to glycine control, % at 25 µM; actives 2.5% (n = 340,000);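 active = melting temperature shift of at least 10% of the positive control shift, at one fixed dose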
* marks the source's active call; other numbers are inactive results. No enrichment for hits (roughly 6.7% active in at least one column).

Results for N#Cc1ccccc1COC(=O)c1cccc(S(=O)(=O)N2CCCC2)c1 ?
MPTP block: -0.2; PfGluPho inh: -22; hIAP act: 1; SENP1 inh: 2; SENP6 block: -2; ATG4B inhibitor: 0; SENP8 inh: 17; NR3A LBD binder: -1

How did C=C(C)C(=O)Nc1cccc(C2=NOC3(C2)C[C@@H](C(N)=O)N(C(=O)c2ccc(OC)cc2)C3)c1 (stereo partly drawn) do in these assays?
MPTP block: 1.6; PfGluPho inh: 22; hIAP act: 1; SENP1 inh: 20; SENP6 block: -48; ATG4B inhibitor: -2; SENP8 inh: 2; NR3A LBD binder: -1

Results for COC(=O)c1cc(C(=O)OCC(=O)Nc2ccccc2OC(F)F)cc([N+](=O)[O-])c1 ?
MPTP block: 3.4; PfGluPho inh: -13; hIAP act: 0.93; SENP1 inh: 3; SENP6 block: 2; ATG4B inhibitor: 6; SENP8 inh: 23; NR3A LBD binder: -5

How did CN(C)CCCOc1ccc2c(c1)Sc1ccccc1CC2=O do in these assays?
MPTP block: 3.0; PfGluPho inh: 23; hIAP act: 1.1; SENP1 inh: -20; SENP6 block: 4; ATG4B inhibitor: 0; SENP8 inh: -118; NR3A LBD binder: 1

How did COc1ccc(CN2C(=O)CN=C2Nc2cc(C)ccc2C)cc1 do in these assays?
MPTP block: 1.1; PfGluPho inh: -3; hIAP act: 0.92; SENP1 inh: 4; SENP6 block: -8; ATG4B inhibitor: -9; SENP8 inh: 32; NR3A LBD binder: 0

What do the screens show for `CCN1CCCC1CNC(=O)c1cc2c(-c3cccc(OC)c3)nn(C)c2s1` (stereo not drawn)?
MPTP block: 0.4; PfGluPho inh: 5; hIAP act: 0.93; SENP1 inh: -4; SENP6 block: -2; ATG4B inhibitor: -11; SENP8 inh: inactive; NR3A LBD binder: -2

How did Cc1ccc(C(=O)Nc2cccc(C(F)(F)F)c2)cc1Nc1cnccn1 do in these assays?
MPTP block: 1.9; PfGluPho inh: 13; hIAP act: 1.1; SENP1 inh: 2; SENP6 block: -14; ATG4B inhibitor: -8; SENP8 inh: -75; NR3A LBD binder: -9

Results for CCOc1ccc(S(=O)(=O)N/N=C(\C)c2ccc(Cl)c(Cl)c2Cl)cc1 ?
MPTP block: 17; PfGluPho inh: 1; hIAP act: 1; SENP1 inh: 2; SENP6 block: -5; ATG4B inhibitor: -9; SENP8 inh: -8; NR3A LBD binder: 16*

Results for CC(=O)c1c(O)c2ccccc2n(Cc2ccccc2)c1=O ?
MPTP block: 0.0; PfGluPho inh: -2; hIAP act: 1; SENP1 inh: -6; SENP6 block: -21; ATG4B inhibitor: 6; SENP8 inh: -225; NR3A LBD binder: 0

Results for CCOC(=O)c1c(NC(=O)c2cc(-c3ccc(Cl)s3)nc3ccccc23)sc(C(N)=O)c1C ?
MPTP block: 1.5; PfGluPho inh: -9; SENP1 inh: -4; ATG4B inhibitor: -2; SENP8 inh: -33; NR3A LBD binder: -10

What do the screens show for `CCn1c(C)[n+](CCCS(=O)(=O)[O-])c2cc(Cl)c(Cl)cc21`?
MPTP block: -0.7; PfGluPho inh: 3; hIAP act: 1.1; SENP1 inh: 2; SENP6 block: 9; ATG4B inhibitor: -8; SENP8 inh: 8; NR3A LBD binder: -3

Results for Cc1cc(NC(=O)CSc2nnc(Cc3cccn3C)n2CCc2ccccc2)no1 ?
MPTP block: 0.0; PfGluPho inh: 6; hIAP act: 1.2; SENP1 inh: -1; SENP6 block: 22; ATG4B inhibitor: -9; SENP8 inh: -12; NR3A LBD binder: -1

What do the screens show for `Cc1sc2nc(COC(=O)c3c(F)cccc3F)[nH]c(=O)c2c1C`?
MPTP block: 0.4; PfGluPho inh: 1; hIAP act: 1; SENP1 inh: 0; SENP6 block: -25; ATG4B inhibitor: 1; SENP8 inh: 14; NR3A LBD binder: -1

What do the screens show for `COc1cccc(N2CC(NC(=O)C(=O)c3c(C)[nH]c4ccccc34)CC2=O)c1` (stereo not drawn)?
MPTP block: -2.4; PfGluPho inh: -9; hIAP act: 1.1; SENP1 inh: 2; SENP6 block: -9; ATG4B inhibitor: 2; SENP8 inh: 24; NR3A LBD binder: -1

How did COc1ccc(CCn2c(-c3cccc([N+](=O)[O-])c3)nc3nc4ccccc4nc32)cc1 do in these assays?
MPTP block: 2.9; PfGluPho inh: -6; SENP1 inh: 4; ATG4B inhibitor: -4; SENP8 inh: 8; NR3A LBD binder: 0

Results for CC(=O)N1CCN(S(=O)(=O)c2cccc(C(=O)Nc3nccs3)c2)CC1 ?
MPTP block: -1.3; PfGluPho inh: 9; hIAP act: 0.94; SENP1 inh: 1; SENP6 block: 8; ATG4B inhibitor: -7; SENP8 inh: -1; NR3A LBD binder: 0

What do the screens show for `CCc1cc2c(=O)n(Cc3ccco3)c(SCC(=O)N3CCCc4ccccc43)nc2s1`?
MPTP block: 2.1; PfGluPho inh: 9; hIAP act: 0.91; SENP1 inh: -9; SENP6 block: -6; ATG4B inhibitor: 6; SENP8 inh: 7; NR3A LBD binder: 0

How did Cn1c(CCCCCN)nc2ccccc21 do in these assays?
MPTP block: 0.3; PfGluPho inh: -14; hIAP act: 1.1; SENP1 inh: -13; SENP6 block: -14; ATG4B inhibitor: -15; SENP8 inh: 16; NR3A LBD binder: 0

Results for CCn1c(SCc2nc3ccccc3[nH]2)nnc1-c1cnccn1 ?
MPTP block: -1.6; PfGluPho inh: 67*; hIAP act: 1; SENP1 inh: -2; SENP6 block: -10; ATG4B inhibitor: -9; SENP8 inh: -16; NR3A LBD binder: 2

What do the screens show for `CC1(C)C(C=C(Cl)Cl)C1C(=O)N(Cc1ccccc1Cl)C1CCS(=O)(=O)C1` (stereo not drawn)?
MPTP block: 0.6; PfGluPho inh: 23; hIAP act: 1.1; SENP1 inh: 0; SENP6 block: -28; ATG4B inhibitor: -2; SENP8 inh: 8; NR3A LBD binder: -1

What do the screens show for `Cc1cc([N+](=O)[O-])ccc1P(=O)(O)c1ccc([N+](=O)[O-])cc1C`?
MPTP block: 4.1; PfGluPho inh: 8; SENP1 inh: 2; ATG4B inhibitor: 7; SENP8 inh: 6; NR3A LBD binder: 15*

What do the screens show for `O=C(CSc1ncccn1)Nc1cccc2ccccc12`?
MPTP block: 0.5; PfGluPho inh: -18; hIAP act: 0.82; SENP1 inh: 3; SENP6 block: -16; ATG4B inhibitor: 3; SENP8 inh: 16; NR3A LBD binder: 1

How did Nc1nc(SCc2ccccc2)c2ncn(Cc3ccccc3)c2n1 do in these assays?
MPTP block: -2.0; PfGluPho inh: 21; SENP1 inh: 1; ATG4B inhibitor: 29; SENP8 inh: -8; NR3A LBD binder: -2

How did COc1cccc(-c2c(-c3cc(OC)cc(OC)c3)n(C)c3ccc(-c4ccc5[nH]ccc5c4)cc23)c1 do in these assays?
MPTP block: 4.0; PfGluPho inh: 4; hIAP act: 0.95; SENP1 inh: 0; SENP6 block: -8; ATG4B inhibitor: 0; SENP8 inh: inactive; NR3A LBD binder: 4

What do the screens show for `Cc1ccc(NS(=O)(=O)c2c(C)[nH]c(C)c2C(=O)N2CCCC2)cc1Cl`?
MPTP block: 1.5; PfGluPho inh: -1; hIAP act: 1; SENP1 inh: 3; SENP6 block: 24; ATG4B inhibitor: 0; SENP8 inh: -10; NR3A LBD binder: -1

What do the screens show for `CC(=O)Nc1ccc(NC(=O)CC2CCCC2)cc1`?
MPTP block: -1.6; PfGluPho inh: -14; hIAP act: 0.84; SENP1 inh: -1; SENP6 block: -11; ATG4B inhibitor: 6; SENP8 inh: 1; NR3A LBD binder: 0

What do the screens show for `COc1ccc(S(=O)(=O)N2CCN(Cc3ccc4c(c3)OCO4)CC2)cc1`?
MPTP block: -2.4; PfGluPho inh: 3; hIAP act: 1.1; SENP1 inh: 0; SENP6 block: -2; ATG4B inhibitor: -7; SENP8 inh: 18; NR3A LBD binder: -3

What do the screens show for `COc1ccccc1NC(=O)N1CCN(c2ccnc3cc(Cl)ccc23)CC1`?
MPTP block: 12; PfGluPho inh: 8; hIAP act: 1.1; SENP1 inh: 0; SENP6 block: -10; ATG4B inhibitor: 8; SENP8 inh: -53; NR3A LBD binder: 0

Results for CCC(=O)Nc1ccc2c(c1)ncn2C ?
MPTP block: -3.9; PfGluPho inh: -3; hIAP act: 0.95; SENP1 inh: 1; SENP6 block: -4; ATG4B inhibitor: -5; SENP8 inh: 7; NR3A LBD binder: -2

Results for C=CCNC(=O)N[C@@H](CCSC)C(=O)OC ?
MPTP block: -1.6; PfGluPho inh: -5; hIAP act: 1.4; SENP1 inh: 0; SENP6 block: -3; ATG4B inhibitor: -4; SENP8 inh: -5; NR3A LBD binder: 0

How did O=C(Cn1cc2c(n1)CCCCC2)NCCN1CCOCC1 do in these assays?
MPTP block: -3.4; PfGluPho inh: 11; hIAP act: 0.9; SENP1 inh: 3; SENP6 block: -11; ATG4B inhibitor: -6; SENP8 inh: 1; NR3A LBD binder: -1

Results for O=c1c2c(-c3cccs3)csc2ncn1-c1ccc(Br)cc1 ?
MPTP block: 3.1; PfGluPho inh: -15; hIAP act: 0.39; SENP1 inh: 1; SENP6 block: 1; ATG4B inhibitor: -3; SENP8 inh: -151; NR3A LBD binder: -3

How did Cc1cccc(NC(=O)c2ccc([N+](=O)[O-])s2)c1C do in these assays?
MPTP block: 7.8; PfGluPho inh: 23; hIAP act: 1; SENP1 inh: -1; SENP6 block: -2; ATG4B inhibitor: 5; SENP8 inh: 17; NR3A LBD binder: -1

What do the screens show for `O=C(COc1ccc(Cl)cc1Cl)NC1CCSC1=O` (stereo not drawn)?
MPTP block: 2.4; PfGluPho inh: -5; hIAP act: 1.1; SENP1 inh: 0; SENP6 block: 1; ATG4B inhibitor: -11; SENP8 inh: 14; NR3A LBD binder: 4

Results for Clc1ccccc1CSC1=NCCN1 ?
MPTP block: -2.4; PfGluPho inh: -2; hIAP act: 1; SENP1 inh: 2; SENP6 block: -2; ATG4B inhibitor: -33; SENP8 inh: 8; NR3A LBD binder: -2

Results for CN(C)N(C(=O)c1cc(-c2cccs2)nn1-c1ccccc1)C1CCS(=O)(=O)C1 (stereo not drawn) ?
MPTP block: 1.1; PfGluPho inh: 14; hIAP act: 0.95; SENP1 inh: 0; SENP6 block: -14; ATG4B inhibitor: -9; SENP8 inh: 17; NR3A LBD binder: 1

Results for NC(=O)C1CCN(S(=O)(=O)c2cc3c4c(c2)CCN4C(=O)CC3)CC1 ?
MPTP block: -0.6; PfGluPho inh: 4; hIAP act: 0.97; SENP1 inh: 2; SENP6 block: -8; ATG4B inhibitor: -5; SENP8 inh: 10; NR3A LBD binder: 2

What do the screens show for `CC(C)c1cc(C(=O)N2CCCC(N3CCN(c4ccc(F)cc4)CC3)C2)no1` (stereo not drawn)?
MPTP block: -1.0; PfGluPho inh: 14; hIAP act: 1.1; SENP1 inh: 1; SENP6 block: -15; ATG4B inhibitor: 16; SENP8 inh: 15; NR3A LBD binder: -1

What do the screens show for `COc1ccc(-c2nc(NC(=O)C3=NN(c4cccc(C)c4)C(=O)CC3)sc2C)cc1`?
MPTP block: 1.0; PfGluPho inh: -6; hIAP act: 1.1; SENP1 inh: -3; SENP6 block: 2; ATG4B inhibitor: -5; SENP8 inh: -5; NR3A LBD binder: 0

How did Cn1nnnc1SCC(=O)NCc1ccco1 do in these assays?
MPTP block: -1.4; PfGluPho inh: -6; hIAP act: 0.85; SENP1 inh: 0; SENP6 block: -2; ATG4B inhibitor: -11; SENP8 inh: -3; NR3A LBD binder: 0

Already shown: two of the compounds above.
What do the screens show for `COc1ccc(-c2nc(NC(=O)C3=NN(c4cccc(C)c4)C(=O)CC3)sc2C)cc1`?
MPTP block: 1.0; PfGluPho inh: -6; hIAP act: 1.1; SENP1 inh: -3; SENP6 block: 2; ATG4B inhibitor: -5; SENP8 inh: -5; NR3A LBD binder: 0

How did Cn1nnnc1SCC(=O)NCc1ccco1 do in these assays?
MPTP block: -1.4; PfGluPho inh: -6; hIAP act: 0.85; SENP1 inh: 0; SENP6 block: -2; ATG4B inhibitor: -11; SENP8 inh: -3; NR3A LBD binder: 0

Screening results as filed in PubChem.
